ZTA DNA inh = ZTA (EBV) inhibition in EBNA-1 counter-screen; ZTA-DNA binding, fluorescence polarization; inhibition, % at 11 µM; 0.15% of 320,000 active; AID 2234; in the data active = inhibition above about 33%
PREPL inh = PREPL enzyme inhibitors, primary screen, biochemical, fluorescence polarization; recombinant PREPL, fluorescence polarization activity-based probe; Prolyl endopeptidase-like (Homo sapiens), Q4J6C6; inhibition, % at 5.96 µM; AID 2751, 2010; 0.68% of 320,000 active; in the data active = inhibition above about 43%;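 note: 0% = enzyme with DMSO and 100% = wells lacking enzyme; many of its hits are not listed in these tables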
LYPLA2 counter = LYPLA2 inhibitors, primary screen, counter-screen for PME1 inhibitor project, biochemical, fluorescence polarization, FP-Rh probe ABPP. Acyl-protein thioesterase 2 (Homo sapiens), O95372. recombinant LYPLA2. inhibition, % at 5.9 µM. 0.38% of 320,000 active. AID 2177, 2009;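 active = inhibition above the screen-wide mean plus 3 SD, limit set per campaign, cut at about 26% in these data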;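 note: 0% = LYPLA2 with DMSO and 100% = wells lacking LYPLA2 enzyme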
Target sequence (O95372 whole entry, looked up): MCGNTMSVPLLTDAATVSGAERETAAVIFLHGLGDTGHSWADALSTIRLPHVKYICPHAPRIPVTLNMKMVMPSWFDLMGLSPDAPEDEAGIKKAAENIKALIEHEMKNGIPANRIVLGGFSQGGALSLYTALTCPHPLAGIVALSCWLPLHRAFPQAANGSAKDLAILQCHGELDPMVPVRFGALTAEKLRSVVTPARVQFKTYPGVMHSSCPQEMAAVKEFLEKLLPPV
LYPLA1 counter = LYPLA1 inhibitors, primary screen, counter-screen for PME1 inhibitor project, biochemical, fluorescence polarization, FP-Rh probe ABPP; recombinant LYPLA1; inhibition, % at 5.9 µM; 0.16% of 320,000 active; AID 2174, 2009;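 active = inhibition above the mean of all tested compounds plus 3 SD, set per campaign, cut at about 14% in these data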;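 note: inhibitors block serine hydrolase probe labeling of LYPLA1 so polarization falls; 0% = enzyme with DMSO and 100% = wells lacking LYPLA1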
Target sequence (O75608 whole entry, looked up): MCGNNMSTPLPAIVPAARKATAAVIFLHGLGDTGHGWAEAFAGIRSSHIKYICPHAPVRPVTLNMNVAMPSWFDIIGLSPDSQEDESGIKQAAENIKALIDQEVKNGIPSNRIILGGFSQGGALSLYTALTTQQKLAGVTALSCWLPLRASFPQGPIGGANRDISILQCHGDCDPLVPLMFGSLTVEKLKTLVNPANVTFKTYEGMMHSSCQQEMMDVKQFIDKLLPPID
GSTO1 counter = inhibitors of recombinant GSTO1, primary screen, counter-screen for RBBP9 inhibitor project, biochemical, fluorescence polarization | Glutathione S-transferase omega-1 (Homo sapiens), P78417 | inhibition, % at 5.96 µM | 1.1% of 300,000 active | activity-based probe fluorescence polarization;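 active = inhibition above the campaign mean inhibition plus 3 SD, cut at about 35% in these data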;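 note: 0% = GSTO1-1 with DMSO and 100% = wells lacking GSTO1-1 enzyme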
Target sequence (P78417 whole entry, looked up): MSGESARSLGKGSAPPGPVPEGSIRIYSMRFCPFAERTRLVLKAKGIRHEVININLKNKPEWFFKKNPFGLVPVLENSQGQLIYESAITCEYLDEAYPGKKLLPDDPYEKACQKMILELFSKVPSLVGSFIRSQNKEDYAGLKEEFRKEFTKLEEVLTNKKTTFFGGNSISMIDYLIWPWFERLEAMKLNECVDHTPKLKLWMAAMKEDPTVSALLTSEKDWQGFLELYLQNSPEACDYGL
PAFAH1B3 FP inh = PAFAH1B3 enzyme inhibitors, primary screen, biochemical, fluorescence polarization, human; 0.28% of 340,000 active; AID 492972, 2010; Platelet-activating factor acetylhydrolase IB subunit alpha1 (Homo sapiens), Q15102; inhibition, % at 3.39 µM; recombinant PAFAH1B3, FP-rhodamine probe;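 active = inhibition above the screen-wide average of all tested compounds plus 3 SD, cut at about 25% in these data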;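 note: 0% = enzyme with DMSO only and 100% = wells lacking PAFAH1B3 protein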
Target sequence (Q15102 whole entry, looked up): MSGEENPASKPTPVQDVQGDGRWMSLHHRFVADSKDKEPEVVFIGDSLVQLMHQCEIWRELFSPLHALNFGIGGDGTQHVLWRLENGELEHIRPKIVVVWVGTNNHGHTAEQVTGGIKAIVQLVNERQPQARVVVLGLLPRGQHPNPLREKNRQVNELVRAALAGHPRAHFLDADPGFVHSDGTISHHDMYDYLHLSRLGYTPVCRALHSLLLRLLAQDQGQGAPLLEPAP
EBNA-1 inhibitor = EBNA-1 DNA-binding inhibitors, primary screen, biochemical, fluorescence polarization; inhibition, % at 14.8 µM; 0.34% of 300,000 active; AID 1950, 2009; in the data active = inhibition above about 28%
PAD4 inh = human PAD4 inhibitors, primary screen, biochemical, fluorescence polarization, 1536-well format; Protein-arginine deiminase type-4 (Homo sapiens), Q9UM07; recombinant PAD4, RCA probe fluorescence polarization; inhibition, % at 6.36 µM; 0.41% of 330,000 active; AID 485272, 2010;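 active = percent inhibition above a cutoff equal to the mean of all tested compounds plus 3 SD, cut at about 15% in these data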;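 note: 0% = PAD4 with RCA probe and DMSO and 100% = probe without PAD4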
PAFAH2 inh = PAFAH2 enzyme inhibitors, primary screen, biochemical, fluorescence polarization, human. Platelet-activating factor acetylhydrolase 2, cytoplasmic (Homo sapiens), Q99487. recombinant PAFAH2, FP-rhodamine activity probe. inhibition, % at 3.39 µM. 0.99% of 340,000 active;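 active = inhibition above the mean over all tested compounds plus 3 SD, cut at about 30% in these data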;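 note: inhibitors block probe labeling of enzyme so polarization drops; 0% = enzyme with DMSO and 100% = wells lacking PAFAH2 protein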
* hit, by the source's call; nt = not tested or not shown. These rows are one share of the data (hit frequency here may not be typical).

SMILES	ZTA DNA inh	PREPL inh	LYPLA2 counter	LYPLA1 counter	GSTO1 counter	PAFAH1B3 FP inh	EBNA-1 inhibitor	PAD4 inh	PAFAH2 inh
COc1ccc(C(C#N)CCC2OCCO2)cc1OC (stereo not drawn)	-11	1	-1	1	nt	1	nt	5	-3
CCOC(=O)C1=C(C)NC(=O)C1CC(=O)O (stereo not drawn)	-4	-6	0	-4	0	5	1	-3	5
COc1ccccc1CNC(=O)COC(=O)c1cc2ccccc2o1	nt	-18	nt	nt	nt	10	nt	-3	-1
CS(=O)(=O)c1cccc(C(=O)NCc2ccc(F)cc2)c1	-9	6	4	1	0	8	0	0	0
CN(C(=O)CSc1n[nH]c(N)n1)C1CCCCC1	nt	19	nt	nt	nt	11	nt	0	-5
CC(C)(C)c1ccc(-c2noc(CNC(=O)c3ccco3)n2)cc1	6	-9	-5	-5	-2	0	-4	6	-5
COc1ccc(-c2ccc3oc(-c4ccc(OC)cc4)c(-c4ccc(OC)cc4)c3c2)cc1	0	17	-1	3	0	2	-19	-4	0
Cc1cccc(CSc2nc(N)c(C#N)c(-c3cccs3)c2C#N)c1	1	10	-21	-17	-14	-19	15	-1	-24
COc1ccc2c(c1)cc1c(=O)n(CC(=O)NCCCOC(C)C)nc(C)n12	-4	19	-1	-1	-2	4	-1	3	-9
Cc1ccc2c(c1)NC(=O)C(N1CCOCC1)(C(F)(F)F)O2 (stereo not drawn)	4	0	0	1	6	6	3	-3	1
Cc1cc(C)c(S(=O)(=O)NCc2cccs2)cc1C	8	-10	-11	-5	1	7	-8	-1	-8
CNC(=S)N/N=C/c1ccc(N(C)C)cc1	7	11	5	0	-6	-1	11	0	2
O=S(=O)(Cc1nnnn1-c1ccccc1)c1ccc(F)cc1	14	1	2	0	-1	11	5	-3	-15
CC(=O)C[C@H]1c2cc(C(F)(F)F)ccc2S(=O)(=O)N1c1ccccc1	-6	2	7	2	-4	-1	2	-3	0
Brc1cccc(-c2nc3cccnc3nc2-c2cccc(Br)c2)c1	4	7	-1	-3	-1	5	-7	-2	-1
Cc1ccc(C)c(NC(=O)c2cc(-c3cc(C)ccc3O)n[nH]2)c1	2	15	-4	-5	-6	12	7	-6	-3
CNc1ccc(NC(C)=O)cc1[N+](=O)[O-]	-6	1	3	4	3	-1	-2	3	1
NNC(=O)c1n[nH]c(=O)c2ccccc12	-1	-10	-2	3	-4	6	7	-1	0
COC(=O)[C@@H]1C[C@@H]2CC[C@@H](O)C[C@@H]2N1Cc1ccc(N2CCN(C)CC2)cc1	-6	6	-9	-2	-6	9	2	-1	-5
CC1(C)CC(=O)C=C(NCc2ccco2)C1	-2	14	1	4	3	-2	9	2	-3
CC(C)Cc1nnc(NC(=O)CN2C(=O)NC3(CCCCC3)C2=O)s1	3	-2	-4	-2	-4	-1	-13	-3	-2
CCO[C@@H]1OC(C(=O)N2CCN(Cc3ccccc3)CC2)=C[C@H](C)[C@H]1CCCO	-5	14	-3	2	0	7	-4	0	0
COc1ccc(S(=O)(=O)N2CCC(O)(c3cccnc3)CC2)cc1OC	2	5	5	0	11	7	-2	-5	1
CC(C)CC(NC(=O)C(NC(=O)C1OC2OC(C)(C)OC2C2OC(C)(C)OC12)C(C)C)C(=O)O (stereo not drawn)	-4	8	6	2	-11	6	-6	0	0
O=C(Cc1cn2ccsc2n1)Nc1nc2c(s1)CCCC2	-9	7	1	-1	5	1	-20	-4	-3

Further results:
SMILES	ZTA DNA inh	PREPL inh	LYPLA2 counter	LYPLA1 counter	GSTO1 counter	PAFAH1B3 FP inh	EBNA-1 inhibitor	PAD4 inh	PAFAH2 inh
COc1ccc(C(=O)N/C(=C\c2ccco2)C(=O)NC2CCS(=O)(=O)C2)cc1 (stereo not drawn)	-6	15	-1	2	3	3	-20	-6	4
COc1ccc2cc(C3(C)NC(=O)N(CC(=O)NCCC4=CCCCC4)C3=O)ccc2c1 (stereo not drawn)	-5	12	11	-2	2	-2	4	-1	-11
O=C1C2C3C=CC(C3)C2C(=O)N1c1cccc(-c2nc3ccccc3o2)c1 (stereo not drawn)	0	2	0	-4	-3	2	-5	-4	-5
C/C(=N\Nc1ccc(Cl)cc1)c1ccccn1	-6	9	1	1	-7	4	9	2	2
N#Cc1ccccc1NC(=O)Nc1cccc(Cl)c1	0	-17	4	-1	-1	8	-1	-3	4
O=S(=O)(c1ccc(Cl)cc1)N1CCN(CCc2ccccc2)CC1	-12	-37	-2	-3	-2	13	1	-5	1
C=CCOc1nc(N(C)C)nc(N(C)C)n1	0	-2	-3	0	0	-2	-8	-5	2
COc1ccccc1CNC(=O)c1ccccc1N	5	8	2	-2	5	2	14	6	-3
Cc1ccc(OCC(=O)n2cnnc2N)c(C)c1	4	9	1	-4	4	nt	1	2	nt
COc1ccccc1CNC(=O)c1ccccc1OC	-11	14	9	2	7	4	12	-4	4
CC(C)Oc1ccc(Cn2c(=O)oc3ccccc32)cc1	-4	7	2	-1	9	11	4	-7	4
COc1cc(C(=O)NC(=S)Nc2ccc(NC(=O)c3ccco3)cc2)cc(OC)c1OC	-4	9	-3	-3	5	13	5	-2	-2
CC1CN(C(=O)Nc2ccc3snnc3c2)c2ccccc21 (stereo not drawn)	-3	0	-4	-4	0	1	0	-3	3
Cc1ccc(NC(=O)Cc2cn3ccsc3n2)nc1	-16	8	4	1	4	5	0	2	-4
CCOC(=O)C1CCCCN1Cc1cccc(OC)c1OC (stereo not drawn)	8	7	5	2	1	-2	13	-2	1
CCc1ccc(OCC(=O)NNC(=O)c2cnccn2)c(Br)c1	5	3	-4	0	5	2	5	-3	-6
COCCN1CCN(C(=O)C2CCC(=O)N(CCc3ccccc3)C2)CC1 (stereo not drawn)	-1	7	4	0	1	10	-9	-6	4
O=C(Nc1ccc2c(c1)OCO2)NC1CCN(Cc2ccccc2)CC1	-1	3	-3	1	8	3	8	-1	1
CCc1nnc(NC(=O)C2CCN(C(=O)c3ccco3)CC2)s1	-10	-10	2	0	-5	3	8	-2	-8
Cc1ccsc1C=Nc1c(C)n(C)n(-c2ccccc2)c1=O	4	0	7	1	2	-1	2	-1	7
CC(OC(=O)/C(C#N)=C/c1ccc(N(C)C)cc1)C(=O)N(C)Cc1ccccc1 (stereo not drawn)	10	-59	-92	-55	-31	-74	-1	-2	-80
COc1cc(S(=O)(=O)N(C)C)ccc1F	-5	-10	-4	-1	-9	2	-3	-3	7
Cc1ccc(CN2C(=O)CSC(C)C2=O)cc1 (stereo not drawn)	-7	0	0	-3	1	-2	-7	-1	0
CC1(C)CC(=O)c2cn3ncnc3nc2C1	-7	7	3	0	-2	9	7	-4	-4
CN1CCN(C(=O)/C(C#N)=C/c2ccc(F)cc2)CC1	1	0	0	-3	-4	5	-8	-10	-3

The results go on.
SMILES	ZTA DNA inh	PREPL inh	LYPLA2 counter	LYPLA1 counter	GSTO1 counter	PAFAH1B3 FP inh	EBNA-1 inhibitor	PAD4 inh	PAFAH2 inh
Cc1cc(C)nc(SCC(=O)N2CCc3ccccc32)n1	0	5	3	0	6	14	-1	-3	-3
Cc1c(-c2ccccc2)sc2nc[nH]c(=S)c12	-10	3	5	3	-9	2	-5	1	5
Cc1ccc(N=Cc2cc(Br)cc(Cl)c2O)cc1	3	0	2	2	8	8	8	2	5
O=C(COc1cccc([N+](=O)[O-])c1)N/N=C/c1ccco1	15	18	-4	-5	7	1	-2	-7	-7
Cc1ccc(OCC(=O)N(Cc2ccccc2)C(C)(C)C)c([N+](=O)[O-])n1	-1	-2	4	3	2	-4	-2	-2	8
CC(=O)c1ccc(Cc2ccccc2)cc1	-10	10	2	5	3	-1	-2	3	4
COc1cccc(NC(=O)COc2coc(CN3CCN(c4ccccc4)CC3)cc2=O)c1	-9	26	-2	0	-7	-4	-13	-4	5
CCN1C(=O)/C(=C2\Sc3ccccc3N2CC)OC1=S	1	5	3	-2	7	1	4	1	-12
Cc1ccc(S(=O)(=O)N2CCC(C(=O)N3CCCC(C(F)(F)F)C3)CC2)cc1C (stereo not drawn)	15	-9	4	-1	0	2	1	6	6
CCc1noc(C)c1C(=O)Nc1ccc(F)c(F)c1	-3	4	14	1	5	5	-3	3	-5
Cc1cc(C)c(NC(=O)COC(=O)Cn2nc(-c3ccccc3)oc2=O)c(C)c1	nt	0	nt	nt	nt	-1	nt	2	1
Cn1cccc1/C=N/n1cnnc1	2	0	-9	-4	-11	4	6	-3	7
Cc1ccc(N(CC#N)C(=O)CS(=O)(=O)c2cccc([N+](=O)[O-])c2)cc1	-8	0	-2	-1	25	0	-6	-1	-2
COC(=O)C1=C(C(C)=O)C(c2ccc(C)cc2)n2nnnc2N1 (stereo not drawn)	14	-3	-3	-4	0	-8	-2	0	-1
COC(=O)/C(=C\Nc1ccc(Oc2ccc(F)cc2F)nc1)NC(=O)c1ccccc1	-2	4	4	1	-6	nt	4	-1	nt
Cc1ccccc1-c1nc(CN2CCC(C(=O)NCc3ccco3)CC2)c(C)o1	-17	23	11	7	1	5	1	-2	0
CCOc1cc(NC(=O)C2CC2)c(OCC)cc1NC(=O)c1ccccn1	2	-8	3	1	2	-3	-8	0	-10
CC1CCN(C(=O)c2ccc(S(=O)(=O)N(C)C)cc2)C(C)C1 (stereo not drawn)	-16	14	2	-1	-1	-5	7	0	-2
CCC(=O)N1c2ccc(S(=O)(=O)CCC(=O)Nc3nccs3)cc2CC1C (stereo not drawn)	12	11	-3	-1	-1	10	2	5	6
CCN1C(=O)C2(SC(NC(C)=O)=NN2C(C)=O)c2cc(C)ccc21 (stereo not drawn)	-10	2	3	-1	0	12	-7	-1	2
O=C(COC(=O)CCN1C(=O)C2CC=CCC2C1=O)NCCc1ccc(F)cc1 (stereo not drawn)	1	13	-12	-5	nt	3	nt	3	5
C=CCn1c(=O)c2ccccc2n2c(SCc3c(C(=O)OCC)oc4ccccc34)nnc12	6	10	3	4	-2	-3	-4	-3	5
CCCn1nc(C(=O)NCCN2CCOCC2)c2ccccc2c1=O	-6	-8	-1	-4	-3	0	-16	-3	1
N#Cc1ccc(-c2ccccc2)nc1SCC(=O)c1cccc(Cl)c1	10	-1	-7	-5	1	2	2	-4	2
CCn1cc([N+](=O)[O-])c(C(=O)Nc2ccn(C34CC5CC(CC(C5)C3)C4)n2)n1	11	-1	0	-9	4	9	8	2	1
S=c1[nH]nc(-c2cccnc2)n1/N=C/C=C/c1ccco1	16	2	-3	5	11	11	9	6	5
O=C1S/C(=C\c2ccccn2)C(=O)N1Cc1ccccc1F	15	2	-4	-3	1	8	16	-2	8
COc1ccc(CCNC(=O)C2CCC(=O)N2Cc2ccccc2Cl)cc1OC (stereo not drawn)	-8	0	4	-2	4	5	-15	-4	-2

Gathered by group, the compounds so far containing bromine
SMILES	ZTA DNA inh	PREPL inh	LYPLA2 counter	LYPLA1 counter	GSTO1 counter	PAFAH1B3 FP inh	EBNA-1 inhibitor	PAD4 inh	PAFAH2 inh
Brc1cccc(-c2nc3cccnc3nc2-c2cccc(Br)c2)c1	4	7	-1	-3	-1	5	-7	-2	-1
CCc1ccc(OCC(=O)NNC(=O)c2cnccn2)c(Br)c1	5	3	-4	0	5	2	5	-3	-6
Cc1ccc(N=Cc2cc(Br)cc(Cl)c2O)cc1	3	0	2	2	8	8	8	2	5

Compound activity deposited in PubChem BioAssay by The Scripps Research Institute Molecular Screening Center.
